MITF inh – inhibitors of human MITF; 650,000 tested, 0.91% active; inhibition, % at 2.6 µM; O75030; AID 1259374; AlphaScreen MITF homodimerization, bead proximity signal; in the data active = inhibition above about 50%;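 also: 0% = vehicle wells with protein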
TEAD-YAP block – TEAD-YAP interaction inhibition. HEK-TIYL cells, TEAD-Gal4/YAP UAS-luciferase luminescence. inhibition, % at 9.12 µM. 640,000 tested, 1.4% active. AID 1259422; in the data active = inhibition above about 32%;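 also: 0% = median of test compound wells and 100% = reference inhibitor wells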
GPR151 ag – human GPR151 activation. Q8TDV0. PathHunter beta-arrestin GPR151 cells, luminescence. activation, % at 11.2 µM. 650,000 tested, 1% active. AID 1508602; in the data active = activation above about 4.9%;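 also: 0% = median of compound wells and 100% = cells with positive control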
FBW7 activator – activators of human E3 ligase FBW7; AlphaScreen FBW7–phospho-cyclin E peptide binding, activator screen; Q969H0; AID 1259310; 650,000 tested, 0.13% active; normalized activity (activation), % at 26.1 µM; in the data active = normalized activity above about 1.9%;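 also: purified mutant Fbw7 with reduced substrate affinity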
Target sequence (Q969H0 whole entry, looked up): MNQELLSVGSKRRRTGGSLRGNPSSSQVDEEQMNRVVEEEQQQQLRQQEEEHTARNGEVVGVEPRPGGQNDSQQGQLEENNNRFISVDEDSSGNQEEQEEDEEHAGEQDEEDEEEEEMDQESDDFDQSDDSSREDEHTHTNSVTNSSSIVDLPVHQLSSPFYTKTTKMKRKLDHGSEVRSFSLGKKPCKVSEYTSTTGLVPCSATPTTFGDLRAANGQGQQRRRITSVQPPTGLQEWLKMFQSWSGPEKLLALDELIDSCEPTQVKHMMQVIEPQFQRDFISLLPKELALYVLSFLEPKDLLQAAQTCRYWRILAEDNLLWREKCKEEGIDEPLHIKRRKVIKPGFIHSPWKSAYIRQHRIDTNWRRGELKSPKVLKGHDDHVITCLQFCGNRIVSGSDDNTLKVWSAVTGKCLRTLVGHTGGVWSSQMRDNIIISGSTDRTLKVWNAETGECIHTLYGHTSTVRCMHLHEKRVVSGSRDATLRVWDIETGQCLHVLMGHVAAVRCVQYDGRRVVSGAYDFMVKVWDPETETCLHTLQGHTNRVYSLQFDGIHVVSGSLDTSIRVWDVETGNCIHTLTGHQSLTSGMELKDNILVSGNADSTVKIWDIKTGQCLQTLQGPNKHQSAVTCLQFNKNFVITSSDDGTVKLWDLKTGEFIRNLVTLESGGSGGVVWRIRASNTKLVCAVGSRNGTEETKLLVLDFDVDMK
* marks the source's active call; other numbers are inactive results; · = no result given.

SMILES | MITF inh | TEAD-YAP block | GPR151 ag | FBW7 activator
Cc1ccc(CN(Cc2ccccc2)C(=S)NCC(=O)NC2CCCCC2)o1 | 7.0 | 1.6 | 0.2 | -0.1
O=C(COC(=O)c1cc2cccc([N+](=O)[O-])c2oc1=O)NC12CC3CC(CC(C3)C1)C2 | 11.4 | 11.5 | -1.7 | 0.0
COc1ccccc1C(=O)N1CCN(c2ccc([N+](=O)[O-])c(NCc3cccnc3)c2)CC1 | 27.3 | -0.4 | -1.2 | -0.1
CCCCOc1ccc(C(=O)Nc2ccc(C(=O)O)cc2)cc1 | 5.3 | -23.5 | -0.3 | 0.2
CC1CN(C(=O)c2cc3cc(Cl)ccc3oc2=O)CC(C)O1 (centres undefined) | 2.8 | -8.6 | 1.2 | 0.0
O=C1CCc2cc(S(=O)(=O)Nc3ccc(F)cc3F)cc3c2N1CCC3 | 19.0 | 10.9 | -1.5 | 0.2
CCOc1ncccc1C(=O)OCC(=O)/C=C1/N(C)c2ccccc2C1(C)C | 1.8 | -1.4 | -0.6 | -0.1
CSc1ccccc1C(=O)N(C)Cc1ccccc1 | 2.8 | -10.2 | 5.8* | 0.6
COc1ccccc1N(CC(=O)Nc1cccc(Cl)c1)S(=O)(=O)c1ccc(C)cc1 | 9.0 | 5.5 | 1.1 | 0.2
O=[N+]([O-])c1ccc(S(=O)(=O)NC2c3ccccc3Oc3ccccc32)cc1 | 7.4 | -2.2 | 0.9 | -0.1
CCN(CC)C(=S)NC(=O)c1ccc(F)cc1 | 14.4 | -5.4 | -1.0 | 0.2
Cc1ccc(-c2csc(N3N=C(c4ccc([N+](=O)[O-])cc4)CC3=O)n2)cc1 | 12.8 | -0.8 | 0.1 | 0.0

Reprinted from the part before: four entries; new compounds follow.
SMILES | MITF inh | TEAD-YAP block | GPR151 ag | FBW7 activator
COc1ccccc1N(CC(=O)Nc1cccc(Cl)c1)S(=O)(=O)c1ccc(C)cc1 | 9.0 | 5.5 | 1.1 | 0.2
O=[N+]([O-])c1ccc(S(=O)(=O)NC2c3ccccc3Oc3ccccc32)cc1 | 7.4 | -2.2 | 0.9 | -0.1
CCN(CC)C(=S)NC(=O)c1ccc(F)cc1 | 14.4 | -5.4 | -1.0 | 0.2
Cc1ccc(-c2csc(N3N=C(c4ccc([N+](=O)[O-])cc4)CC3=O)n2)cc1 | 12.8 | -0.8 | 0.1 | 0.0
O=C1/C(=C/c2ccc(Cl)cc2)C=C(c2ccccc2)N1Cc1ccccc1 | -2.2 | -2.0 | 2.5 | 0.0
O=C(NCCc1ccccc1)c1cccs1 | 11.5 | -40.6 | -1.9 | 0.0
Cc1cc(C)n(CCc2nc3c4ccccc4nc(=S)n3[nH]2)n1 | 6.8 | 49.0* | -0.2 | 0.1
CCOc1ccc(NC(=O)[C@H](C(C)CC)N2Cc3ccccc3C2=O)cc1 (some centres undefined) | -4.5 | 2.8 | -0.5 | -0.2
CC(C)C(NCCC(=O)c1ccccc1)C(=O)O (centres undefined) | 15.1 | -5.5 | -0.6 | 0.2
CCN(CC)CCCNC(=O)Cc1c(C(=O)O)n(C)c2ccccc12 | 13.7 | 5.8 | -1.5 | 0.6
CCOC(=O)N1CCC(n2c(SCC(=O)N(CC)CC)nc3ccsc3c2=O)CC1 | -13.6 | 0.9 | 0.5 | 0.4
COc1ccc2c(c1)sc1ncc(C(=O)NC(c3ccccc3)C(F)(F)F)c(=O)n12 (centres undefined) | 24.2 | -0.7 | -0.2 | 1.0
CC(C)(C)C(=O)Nc1nnc(C2CCCCC2)s1 | -5.9 | -18.5 | 0.5 | 0.2
Cn1c(-c2ccc(Cl)cc2)cnc1NCc1ccccc1 | 31.0 | -6.0 | 0.8 | 0.0
Cc1cnc(NC(=O)C(C)Oc2cccc(Cl)c2)s1 (centres undefined) | 4.4 | -7.8 | 0.3 | 0.0
CCc1ccc(/C=C2\Oc3ccc(C(=O)OC)cc3C2=O)cc1 | -5.9 | -2.7 | 2.5 | 0.0
CCC1CCCCN1CCCNC(=O)CNC(=O)Cn1cnc2ccccc2c1=O (centres undefined) | 0.4 | -11.6 | 0.0 | -0.1
CC1(C)N=C(C(=O)c2ccccc2)N(O)C1(O)c1ccccc1 (centres undefined) | -5.1 | 2.2 | 0.2 | 0.0
Cc1cc(C)c(S(=O)(=O)N2CCOC(c3ccccc3)C2)cc1C (centres undefined) | 15.5 | -5.1 | -2.7 | 1.0
COc1ccc(CCC(=O)Nc2c3c(nn2-c2ccccc2)CSC3)cc1 | -20.2 | 22.1 | 0.9 | 0.1
N#CCCn1cc(/C=C/C(=O)O)c(-c2ccc(Cl)cc2)n1 | 2.7 | 1.4 | -0.3 | 0.0
CN1CCN(C(=O)c2ccc(-c3nc(NCCO)c4ncn(C5CCCCC5)c4n3)cc2)CC1 | 11.2 | 15.0 | 0.5 | 0.1
O=[N+]([O-])c1ccc(S(=O)(=O)Nc2ccc(-c3nnc(-c4ccccc4)o3)cc2)cc1 | 2.5 | -17.3 | 1.6 | 0.2
Cc1c(C(=O)NC2CCC(C)CC2)oc2ccc(S(=O)(=O)N3CCCC3)cc12 (centres undefined) | 6.7 | 29.7 | 0.6 | 0.0
CSCCOC(=O)C1=C(C)NC(=O)NC1c1cccc(C(F)(F)F)c1 (centres undefined) | -0.3 | -7.6 | -1.7 | -0.2
CC1=CC2=NC(=O)/C(=C\c3cccn3CCCOc3c(C)cccc3C)C(=N)N2O1 | 18.7 | 5.8 | -0.3 | 0.1
COc1cc(NC(=O)c2cc(C)on2)cc(OC)c1OC | -3.1 | -1.6 | -0.3 | 0.0
CS(=O)(=O)N(CC(=O)Nc1cccnc1)c1ccc(Cl)c(Cl)c1 | 1.9 | -4.2 | -0.7 | 0.0
N#Cc1cc2cc3c(cc2nc1NCCNC(=O)Cc1cccs1)OCO3 | 0.9 | 6.1 | 0.5 | 0.1
Cc1cc(N2CCCCC2)nc(N2CCCCC2)n1 | -13.9 | 11.7 | -0.7 | -0.2
CCC1=NN(C(=O)c2cccc(F)c2)C(O)(C(F)(F)F)C1 (centres undefined) | 7.5 | -41.2 | 0.3 | 0.1
CC1(C)CC(=O)C2=C(C1)N(c1ccccc1)C1=C(C(=O)CC(C)(C)C1)C2c1ccc2c(c1)OCO2 | -2.6 | -1.1 | 0.5 | 0.0
Cc1ccccc1CN1CCC2(CCC(CNC(=O)c3cc4ccccc4cn3)O2)CC1 (centres undefined) | 13.5 | -12.2 | 0.3 | -0.1
Nc1nc2c([nH]c(=O)n2[C@H]2C[C@H](O)[C@@H](CO)O2)c(=O)[nH]1 | -7.0 | · | 2.1 | ·
O=C(CCCl)N(Cc1ccco1)c1nc(-c2ccc(F)cc2)cs1 | 7.7 | -4.0 | 0.6 | -0.1
O=[N+]([O-])c1ccc(-c2nnc(SCc3cccnc3)o2)cc1 | 0.9 | -0.3 | -0.5 | -0.2
NNC(=O)COc1ccc(I)cc1 | -3.2 | 10.9 | 0.0 | 0.3
Nc1nc(Oc2ccc(I)cc2)cc(=O)[nH]1 | -2.7 | -2.4 | -1.1 | -0.1
CS(=O)(=O)c1ccc(OCC(=O)NC2CCS(=O)(=O)C2)c([N+](=O)[O-])c1 (centres undefined) | 7.0 | 8.0 | 3.2 | -0.1
O=C(C1CCNCC1)N1CCN(Cc2ccc3c(c2)OCO3)CC1 | 56.5* | -6.2 | -0.3 | -0.4
Cc1cc(C)c2oc(-c3cccc(NC(=O)CC(C)C)c3)nc2c1 | 9.0 | -7.8 | 0.9 | 0.5
CCOC(=O)C1CCN(Cc2nnc(-c3ccc4c(c3)OCO4)o2)CC1 | -9.5 | -6.1 | -0.7 | -0.1
Cc1ccc(CCS(=O)(=O)c2cc(C(C)(C)C)c(F)c(C(C)(C)C)c2)cn1 | 3.2 | 0.5 | 2.5 | 0.0
COc1ccc(-c2nnn(CC(=O)Nc3nnc(C)s3)n2)cc1OC | -4.2 | -0.8 | 0.7 | -0.1
CCCCOc1ccc(C(=O)Nc2cc3ccccc3oc2=O)cc1 | 14.9 | -15.6 | -0.3 | 0.4
CCOC(=O)C1=C(C)N=c2s/c(=C\c3c(OC)ccc4ccccc34)c(=O)n2C1c1ccc(OC)cc1 (centres undefined) | 0.8 | -0.1 | 1.5 | -0.1
CCOc1ccccc1NC(=O)C1CCCN(c2c(C)c(C)nc3ncnn23)C1 (centres undefined) | -3.2 | -1.8 | 0.1 | -0.1
CC(=O)c1ccc(COC(=O)c2ccccc2NC(=O)C(C)C)cc1 | -3.5 | -13.6 | 2.1 | 0.0
O=C1C(=O)N(CCCn2ccnc2)C(c2ccccc2)/C1=C(/O)c1ccccc1 (centres undefined) | 15.1 | 3.9 | -1.0 | 0.1
Clc1ccc(-n2cc(-c3ccccc3)c3c(NC4CCCCC4)ncnc32)cc1 | 3.8 | -8.3 | -0.6 | -0.1
COc1ccc(NC(=O)CC2SC(=O)NC2=O)cc1 (centres undefined) | 0.2 | 0.8 | -0.3 | -0.2
C#CC(N)CCC(=O)O (centres undefined) | 6.5 | -7.3 | 0.2 | 0.0
CN1CCN(S(=O)(=O)c2cc(C(=O)Nc3ccc(Cl)c(Cl)c3)ccc2F)CC1 | -8.3 | 5.0 | -0.4 | 0.0
C=COC(=O)CSc1snc(SCC(=O)OC)c1C#N | -1.0 | -5.5 | 1.5 | 0.0
CCC(C)(C(=O)NC1CCCC1)N(C)C(=O)c1ccc2c(c1)OCO2 (centres undefined) | -4.7 | 10.0 | -0.1 | 0.2
COC1(C(=O)CC(=O)c2ccccc2)CCCCC1 | 4.9 | -4.1 | 2.5 | 0.1
COc1ccc(N2CCN(C(=O)c3cc(Sc4ccc(Cl)cc4)nc4ccccc34)CC2)cc1 | 11.1 | -0.7 | -0.3 | -0.2
COC(=O)N[C@H]1C[C@H]2C(=O)N3CCC[C@@H]3C(=O)N2C1 | 22.3 | 1.6 | -1.3 | 0.6
Cc1ccn2c(CN(C)Cc3cc(C)no3)c(C(=O)N3CCCCCC3)nc2c1 | -1.5 | 3.6 | -0.2 | -0.1
CC(=O)c1cn(CC(=O)N2CCCc3ccccc32)c2ccccc12 | -5.3 | 19.8 | 1.0 | 0.1
COc1cc(Cl)c(/C=C2/C(=O)N(C)C(=S)N2C)cc1OC | 7.9 | 5.4 | -1.0 | 0.6
CCCSc1nnc(CSc2ncccn2)n1-c1ccc(Cl)cc1 | 14.3 | 10.1 | -0.2 | 0.3
CC(C)(C)c1ccc(S(=O)(=O)NCc2ccc(C(=O)N3CCOCC3)cc2)cc1 | 7.4 | -8.1 | 0.0 | 0.3
CCOCCCNC(=O)C1C2C(=O)N(Cc3ccccc3)CC23C=CC1(C)O3 (centres undefined) | 1.8 | -8.8 | -0.3 | -0.1

3 entries out of the list, arranged by SMILES length, falling.
SMILES | MITF inh | TEAD-YAP block | GPR151 ag | FBW7 activator
O=[N+]([O-])c1ccc(S(=O)(=O)NC2c3ccccc3Oc3ccccc32)cc1 | 7.4 | -2.2 | 0.9 | -0.1
Cc1ccn2c(CN(C)Cc3cc(C)no3)c(C(=O)N3CCCCCC3)nc2c1 | -1.5 | 3.6 | -0.2 | -0.1
COc1cc(NC(=O)c2cc(C)on2)cc(OC)c1OC | -3.1 | -1.6 | -0.3 | 0.0

(more compounds)
SMILES | MITF inh | TEAD-YAP block | GPR151 ag | FBW7 activator
CN1C(=O)C(O)(NC(=O)c2ccccc2)c2ccccc21 (centres undefined) | 17.2 | 24.1 | -1.9 | 0.5
Cc1ccc(NC(=O)C(=O)NCCCOC(C)C)cc1 | 0.2 | -70.1 | -0.6 | 0.3
CC(C)OC(=O)C(C(=O)C(F)(F)F)c1cc(NS(=O)(=O)c2ccc(Br)cc2)c2ccccc2c1O (centres undefined) | -4.7 | 10.6 | -0.6 | -0.1
COc1ccc(OC)c(/C=C(/NC(=O)c2ccc(C)cc2)C(=O)O)c1 | -0.6 | 6.3 | -0.1 | 0.0
CCCC(C)C(=O)Nc1ccc(F)cc1F (centres undefined) | -1.8 | 6.0 | 3.3 | -0.2
Cc1ccc(CC(=O)Nc2nnc(Cc3ccc(Cl)s3)o2)c(C)c1 | 0.0 | 8.3 | 1.1 | -0.7
CCOc1cc(C2C(C(=O)OC)=C(C)NC3=C2C(=O)CC(c2ccc(Cl)cc2)C3)ccc1O (centres undefined) | -1.5 | -3.5 | 0.4 | 0.1
CCOCCCNC(=O)Cn1ncn2c(cc3sc(CC)cc32)c1=O | -4.3 | -1.2 | 0.3 | 0.1
O=C(Nc1ccncc1NC(=O)c1ccc2c(c1)OCCO2)c1ccc2c(c1)OCCO2 | -3.9 | -1.2 | -1.2 | -0.1
c1ccc(CNc2cc(-c3csc4ccccc34)ncn2)cc1 | -3.7 | -13.1 | 0.9 | 0.2
Cc1ccc(CSCC(=O)N2c3ccccc3NC(=O)C2(C)C)cc1 | 7.3 | 0.6 | -1.1 | 0.0
OCCC1CN(Cc2cccnc2)CCN1Cc1cccs1 (centres undefined) | -4.2 | -14.8 | -1.4 | 0.1
Cc1[nH]c2ccccc2c(=O)c1CN1CCCCCC1 | 5.6 | -1.2 | 1.6 | 0.2
O=C1C2CC=C(Cl)CC2C(=O)N1CNc1cccc([N+](=O)[O-])c1 (centres undefined) | -8.9 | -4.1 | -0.6 | 0.6
O=C1/C(=C\c2ccc(-c3cccc([N+](=O)[O-])c3)o2)SC(=Nc2ccccc2)N1Cc1ccccc1 | 5.1 | -1.7 | -0.5 | 0.1

Quoted from the listing.
Under MITF inh, c1ccc(CNc2cc(-c3csc4ccccc34)ncn2)cc1 reads -3.7
Under MITF inh, Cc1ccc(NC(=O)C(=O)NCCCOC(C)C)cc1 reads 0.2
